Screening data: PubChem BioAssay, several laboratories
TNAP activation fold: human TNAP enzyme activators, primary screen, biochemical, luminescent, no phosphate acceptor, uHTS (AID 1001); purified TNAP, luminescent activation assay, no phosphate acceptor; higher activation fold means a stronger effect; activation fold at 20 µM; hits with a dose series show EC50 in µM; 200,000 tested, 0.03% active; in the data active means activation fold from about 3, or a potency from the dose series; inactive means the rest, 99 in 100 with activation fold below about 1.6; further: many of its hits are not listed in these tables
Yfh1-off respiration: mitochondrial function rescue without frataxin homolog – Friedreich's ataxia, plus single-dose screen, dose response (AID 1465). S. cerevisiae Yfh1-off respiration, WST-1 reduction, 72 h; higher fold induction means a stronger effect. one-dose fold induction at 50 µM; EC50 in µM for titrated hits. 220,000 tested, 0.074% active;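 active means fold induction of absorbance versus untreated yeast above a set limit, then at least 30% activation at any dose in follow-up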;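 further: activators that raise dye reduction in frataxin-depleted yeast; strong numbers were not always called active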
PMI inhibitors: inhibitors of human PMI, primary screen, biochemical, fluorescence intensity, coupled assay (AID 1209); purified PMI enzyme, coupled fluorescence intensity; higher % means a stronger effect; inhibition, % at 20 µM; hits with a dose series show IC50 in µM; 190,000 tested, 0.42% active;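 further: plate controls were DMSO vehicle for no effect and wells lacking substrate for full effect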
P. falciparum M17LAP: P. falciparum M17LAP inhibitors, primary screen, biochemical, fluorogenic H-Leu-NHMec substrate, 1536-well (AID 1619); recombinant M17LAP, H-Leu-NHMec fluorogenic kinetic assay; higher % means a stronger effect; inhibition, % at 30 µM, or IC50 in µM where a hit was titrated; 220,000 tested, 0.38% active;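 active means compound inhibiting the enzyme by more than half at any dose during confirmatory dose-response retesting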;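 further: plate controls were full reaction with DMSO carrier for no effect and no enzyme background for full effect; strong numbers were not always called active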
P. falciparum M1AAP: P. falciparum M1AAP inhibitors, biochemical, fluorogenic H-Leu-NHMec substrate, 1536-well (AID 1445). recombinant M1AAP, H-Leu-NHMec fluorogenic kinetic assay; higher % means a stronger effect. one-dose inhibition, % at 30 µM; IC50 in µM for titrated hits. 220,000 tested, 0.42% active;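 active means primary inhibition above the hit cutoff, then over 50% inhibition at one or more dose response concentrations, cut at about 23% in these data, passing the limit was not always enough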;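 further: plate controls were DMSO full reaction for no effect and no enzyme background for full effect; strong numbers were not always called active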
PMI inhibition: human PMI inhibitors, high substrate, primary screen, biochemical, fluorescence intensity, high mannose 6-phosphate (AID 1220) | 190,000 tested, 0.66% active | one-dose inhibition, % at 20 µM; IC50 in µM for titrated hits | recombinant PMI enzyme, coupled fluorescence intensity; higher % means a stronger effect
WT yeast gro inh: growth inhibition of WT yeast, mitochondrial fusion screen | 190,000 tested, 2.1% active | mitochondrial fusion phenotypic screen, WT strain | AID 1362 | inhibition, % at 10 µM; in the data active means inhibition above about 58%; tested in S. cerevisiae
XIAP displacement: small molecules displacing peptide from XIAP – biochemical, IAP family, fluorescence polarization (AID 1018); XIAP BIR domain, fluorescence polarization peptide displacement; higher % means a stronger effect; one-dose displacement, % at 20 µM; IC50 in µM for titrated hits; 200,000 tested, 0.007% active; in the data active means displacement above about 50%; further: a part of the inactive calls stands beside numbers as strong as those of hits
LYP phosphatase: PTPN22 lymphoid phosphatase activity blockers – biochemical, fluorescence intensity, uHTS (AID 1779); recombinant LYP phosphatase, fluorescence intensity; higher % means a stronger effect; one-dose inhibition, % at 11.5 µM; IC50 in µM for titrated hits; 290,000 tested, 0.054% active;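 further: plate controls were vehicle with enzyme for no effect and no enzyme for full effect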
WT yeast gro inh mutant strain: second read-out of WT yeast gro inh, no call of its own (marks repeat the call); inhibition, %; mitochondrial fusion phenotypic screen, mutant strain inhibition
* hit, by the source's call; i = inactive; x = not tested or not shown. Unless noted, no stated cut-off is given here; in the data, active means inhibition above about 50%; inactive means the rest.

smiles,WT yeast gro inh mutant strain,PMI inhibitors,Yfh1-off respiration,TNAP activation fold,PMI inhibition,P. falciparum M17LAP,WT yeast gro inh,XIAP displacement,LYP phosphatase,P. falciparum M1AAP
O=c1oc2cc(O)c(Cl)cc2c2ccccc12,-4,8%,i,1.1,11%,21%,2,-0.3%,2%,12%
N/C(=N/OS(=O)(=O)c1ccc([N+](=O)[O-])cc1)c1ccncc1,-12,-16%,i,1.1,-5%,2%,9,-2.9%,-4%,8%
C=CCOc1c(Cl)cc(/C=N/O)cc1OC,3,1%,i,1.1,4%,-7%,50,2.0%,-8%,3%
COc1ccccc1N1CCN(C(=O)Oc2ccccc2)CC1,x,-3%,i,1.1,-5%,12%,x,-0.6%,2%,16%
CCO[C@@H]1OC(C(=O)N2CCN(Cc3ccc4c(c3)OCO4)CC2)=C[C@H](c2ccc(Br)cc2)[C@H]1CCCO,9,14%,i,1.1,13%,3%,31,1.4%,-4%,-2%
O=C(CCC1CCCN(C(=O)c2cc(C3CC3)[nH]n2)C1)N1CCN(c2ccccn2)CC1 (stereo not given),-4,-3%,i,0.7,0%,-16%,1,-8.2%,-8%,8%
CC(=O)Nc1sc(C)c(C)c1CN1CCN(S(=O)(=O)c2ccccc2)CC1,11,0%,i,1,-1%,0%,15,-6.5%,-4%,8%
CCn1c(=N)n(CC(O)c2ccccc2)c2ccccc21 (stereo not given),2,7%,i,1,-2%,12%,-10,-4.0%,-8%,8%
Nc1nnc(-c2ccccc2)c(-c2ccccc2)n1,-1,16%,i,1.1,17%,6%,-25,-5.6%,0%,4%
O=C(CN1CCCN(S(=O)(=O)c2ccc(Br)cc2)CC1)Nc1ccc2c(c1)OCO2,10,-23%,i,1.1,-22%,-1%,5,-5.2%,-1%,1%
CCc1nnc(NC(=O)CSc2nc(-c3ccccc3)c(-c3ccccc3)o2)s1,-2,6%,i,1,4%,6%,-5,-3.5%,-10%,-1%
CCN(CC)S(=O)(=O)c1ccc(Cl)c(C(=O)NCC2CCCO2)c1 (stereo not given),19,-1%,i,1.1,-1%,3%,-11,-0.7%,-3%,-3%
O=C(/C=C/c1cccs1)N1CCC2(CC1)Oc1ccc(F)cc1C(=O)C21CC(c2ccccc2)=NO1 (stereo not given),x,x,i,x,x,-5%,x,x,1%,2%
CCCC(=O)n1nc(-c2ccco2)nc1N,7,2%,i,0.8,10%,-1%,0,-5.0%,-9%,-2%
COc1cccc(C(=O)N2CCN(S(=O)(=O)Cc3ccccc3)CC2)c1OC,-1,-11%,i,1,-2%,-4%,-1,-5.7%,-8%,9%
C=CCn1c(C)cc(C(=O)CSc2nnc(NCc3ccccc3)s2)c1C,16,-5%,x,1.2,1%,11%,13,-2.3%,-2%,10%
O=C(CCc1ccccc1)NNC(=O)C12CC3CC(CC(C3)C1)C2,5,2%,i,1.3,-4%,49%,-7,-21%,-10%,-1%
CC(=O)Nc1sc(N/N=C/c2ccc(O)cc2)nc1-c1ccc(C)cc1,x,x,i,x,x,0%,x,x,0%,11%
Cc1ccnc(N2CCN(C(=O)CSc3nc4ccccc4nc3N3CCCCC3)CC2)c1,19,21%,i,1.1,14%,-8%,28,0.0%,8%,3%
CC(NCc1ccc2c(c1)OCO2)C(=O)NC1CCCCC1 (stereo not given),0,12%,i,1.1,6%,-5%,3,-8.0%,-12%,2%
Cc1cc(Nc2ccc(F)c(Cl)c2)n2ncnc2n1,-34,8%,i,1.8,6%,4%,-12,-1.5%,3%,20%
COc1ccc(N=Nc2n(C)c3ccccc3[n+]2C)cc1,x,x,i,x,x,20%,x,x,5%,12%
CCOC(=O)c1c(C)[nH]c(=S)c(C#N)c1-c1ccc(OC)cc1,5,12%,i,1.1,0%,-12%,13,-5.1%,-4%,-7%
CCCCn1c(SCC2CCCCO2)nc2cc(S(N)(=O)=O)ccc21 (stereo not given),25,-4%,i,1.1,-8%,-1%,4,-2.1%,-4%,8%

Retrieved by structure from the list above:
smiles,WT yeast gro inh mutant strain,PMI inhibitors,Yfh1-off respiration,TNAP activation fold,PMI inhibition,P. falciparum M17LAP,WT yeast gro inh,XIAP displacement,LYP phosphatase,P. falciparum M1AAP
CC(=O)Nc1sc(N/N=C/c2ccc(O)cc2)nc1-c1ccc(C)cc1,x,x,i,x,x,0%,x,x,0%,11%
CC(NCc1ccc2c(c1)OCO2)C(=O)NC1CCCCC1 (stereo not given),0,12%,i,1.1,6%,-5%,3,-8.0%,-12%,2%

Further structures follow:
smiles,WT yeast gro inh mutant strain,PMI inhibitors,Yfh1-off respiration,TNAP activation fold,PMI inhibition,P. falciparum M17LAP,WT yeast gro inh,XIAP displacement,LYP phosphatase,P. falciparum M1AAP
O=[N+]([O-])c1ccc(/C=N/Nc2nc(NCc3ccccc3)nc(N3CCOCC3)n2)cc1,25,4%,i,1,11%,-1%,26,-6.3%,-6%,2%
CCNc1nc(OC)nc(Oc2ccc(=O)n(-c3ccccc3)n2)n1,-2,7%,i,1.1,3%,1%,-6,-0.1%,2%,2%
CS(=O)(=O)N(CC(=O)Nc1ccc(C(N)=O)cc1)C1CCCCC1,24,9%,i,1,10%,-1%,3,-9.4%,-7%,2%
COc1ccccc1OCc1nnc(SCC(=O)NCc2ccco2)n1-c1ccccc1,-21,3%,i,1.1,8%,11%,-2,0.6%,-4%,-6%
CNC(=S)Nc1ccc2[nH]c(=O)[nH]c2c1,-2,10%,i,1.1,12%,2%,14,-4.9%,-6%,-3%
COc1ccc(/C=N/NC(=O)c2ccn[nH]2)cc1COc1ccc([N+](=O)[O-])c(C)c1,x,x,i,x,x,0%,x,x,4%,3%
O=C(Nc1cccc2ccccc12)N1CCN(c2ncccn2)CC1,-6,28%,i,1,69%*,5%,-7,-12%,0%,6%
N#Cc1ccccc1S(=O)(=O)Nc1ccc2c(c1)C(=O)OC2,x,x,i,x,x,2%,x,x,1%,2%

3 entries already listed, ordered by SMILES length, smallest number first.
smiles,WT yeast gro inh mutant strain,PMI inhibitors,Yfh1-off respiration,TNAP activation fold,PMI inhibition,P. falciparum M17LAP,WT yeast gro inh,XIAP displacement,LYP phosphatase,P. falciparum M1AAP
CS(=O)(=O)N(CC(=O)Nc1ccc(C(N)=O)cc1)C1CCCCC1,24,9%,i,1,10%,-1%,3,-9.4%,-7%,2%
COc1ccccc1OCc1nnc(SCC(=O)NCc2ccco2)n1-c1ccccc1,-21,3%,i,1.1,8%,11%,-2,0.6%,-4%,-6%
COc1ccc(/C=N/NC(=O)c2ccn[nH]2)cc1COc1ccc([N+](=O)[O-])c(C)c1,x,x,i,x,x,0%,x,x,4%,3%

The list continues.
smiles,WT yeast gro inh mutant strain,PMI inhibitors,Yfh1-off respiration,TNAP activation fold,PMI inhibition,P. falciparum M17LAP,WT yeast gro inh,XIAP displacement,LYP phosphatase,P. falciparum M1AAP
COc1cc(NC(=O)c2cc(C)nc3ccccc23)cc(OC)c1,10,14%,i,1.1,3%,-2%,-9,-1.3%,-2%,7%
CC1(C)CC(NC(=O)CCc2ccccc2)CC(C)(C)N1,2,-5%,i,1.1,-4%,-6%,5,-4.4%,-8%,21%
Cc1sc(NC(=O)c2ccco2)c(C(c2ccncc2)N2CCOCC2)c1C (stereo not given),-12,-1%,i,1,2%,17%,-7,-3.6%,-6%,11%
O=C(NCc1nc(-c2ccc(C(F)(F)F)cc2)no1)Nc1cc(Cl)cc(Cl)c1,x,x,i,x,x,3%,x,x,3%,-2%
O=C(CSCC(=O)N1CCCCC1)Nc1nc(-c2ccc(Cl)s2)cs1,59*,16%,i,1.1,21%,-10%,72*,-1.7%,0%,2%
COC(c1ccccc1)c1c(-c2ccccc2)nn(C)c1Cl (stereo not given),2,12%,i,1.1,12%,-9%,-8,-4.2%,-1%,6%
Cc1ccc(OCCCC(=O)Nc2ccc3c(c2)OCO3)cc1,5,4%,i,1.1,9%,3%,-13,0.1%,-5%,7%
NNc1ccccc1C(F)(F)F,13,-104%,i,1.3,-210%,1%,-7,-3.7%,-1%,-1%
CCCNC(=O)c1c(NC(=O)C2COc3ccccc3O2)sc2c1CCCC2 (stereo not given),0,-12%,i,1.1,-10%,0%,-5,-1.1%,-10%,12%
Cc1ccc(/C=C/C(=O)c2ccccc(=O)c2O)c(C)c1,-14,-14%,i,1,-22%,48%,0,-4.6%,8%,-6%
COc1ccccc1CN=C1Nc2ccccc2CS1,2,8%,i,1.1,9%,-16%,1,-12%,-3%,-2%
O=C(Oc1ccc(F)cc1C(=O)/C=C/c1cccs1)c1cccc([N+](=O)[O-])c1,10,11%,i,1.1,8%,-4%,29,-4.1%,-4%,2%
CCOC(=O)c1c(C)c(C(=O)NC(C)COC)c(C)n1C (stereo not given),-6,0%,i,1.1,2%,-8%,-1,-2.7%,-6%,-2%
COC(=O)Cc1c(C)nc2nc(NCc3ccc(Cl)cc3)[nH]n2c1=O,2,2%,x,1.1,2%,9%,0,-3.8%,1%,0%
CCc1cc2c(=O)n(Cc3ccco3)c(SCC(=O)NC3CCS(=O)(=O)C3)nc2s1 (stereo not given),4,8%,i,1.2,8%,2%,-1,-3.8%,2%,2%
Cc1ccc([N+](=O)[O-])cc1NCC(=O)NN,18,5%,i,0.2,10%,11%,0,-3.8%,-3%,8%
COc1ccc(N2CCN(C(=O)CSc3nc4[nH]ncc4c(=O)n3-c3ccc(Br)cc3)CC2)cc1,0,17%,i,1.1,21%,16%,-2,-5.1%,-2%,5%
O=C(N[C@@H](Cc1ccccc1)C(=O)O)c1ccc(C(F)(F)F)cc1,10,8%,i,1,3%,7%,4,-6.3%,-8%,3%
COc1cc2c(cc1NC(=O)Nc1cccc(C)c1)oc1ccccc12,28,9%,i,1,13%,0%,14,-4.2%,-3%,7%
CCc1cccc(OCCCn2ccnc2)c1,2,-9%,i,1.1,-15%,7%,11,2.0%,-11%,-1%

Arranged by the number under LYP phosphatase (highest first): 4 of the compounds above
SMILES | LYP phosphatase
COc1ccc(N2CCN(C(=O)CSc3nc4[nH]ncc4c(=O)n3-c3ccc(Br)cc3)CC2)cc1 | -2%
COc1cc2c(cc1NC(=O)Nc1cccc(C)c1)oc1ccccc12 | -3%
O=C(N[C@@H](Cc1ccccc1)C(=O)O)c1ccc(C(F)(F)F)cc1 | -8%
CCc1cccc(OCCCn2ccnc2)c1 | -11%
